Source: PubChem (National Center for Advancing Translational Sciences (NCATS))
PTHR1 agonist – PTHR1 (human) receptor agonism. Q03431. HEK293 GP2 PTHR1 cells, GloSensor cAMP luminescence, 1 h. Potency, µM (doses to about 115 µM), without a hit: top-dose activation, usual class: activators. 410,000 tested, 0.075% active; further: potency means the concentration at half of the fitted maximal effect; nearly all actives have a fitted effect of over 55% in size; some results filed as inactive show a strong effect at the top dose; inactives centre near -15; many of its hits are not listed in these tables
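HEK-293-derived GP2 cells expressing PTHR1 and a GloSensor cAMP reporter, 3,000/well, plated overnight, given luciferin plus IBMX (each 0.5 mM as added) for 1 h at 37 °C, then compound for 1 h at 37 °C. Luminescence was read after 15 min at room temperature.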
GLP1R inv ag – inverse agonists of human GLP-1 receptor. P43220. HEK293 GLP-1R CRE-luciferase, luminescence, 24 h; GLP-1R form is constitutively active. Potency, µM (series often up to 38.3 µM), for inactives: top-dose activity change, negative = inhibition, usual class: inhibitors. 410,000 tested, 1.6% active; further: potency means the concentration at half of the fitted maximal effect; on the % scale 0 is the no-effect control and ±100 the full control effect; nearly all actives have a fitted effect of over 55% in size
Target sequence (P43220 whole entry, looked up): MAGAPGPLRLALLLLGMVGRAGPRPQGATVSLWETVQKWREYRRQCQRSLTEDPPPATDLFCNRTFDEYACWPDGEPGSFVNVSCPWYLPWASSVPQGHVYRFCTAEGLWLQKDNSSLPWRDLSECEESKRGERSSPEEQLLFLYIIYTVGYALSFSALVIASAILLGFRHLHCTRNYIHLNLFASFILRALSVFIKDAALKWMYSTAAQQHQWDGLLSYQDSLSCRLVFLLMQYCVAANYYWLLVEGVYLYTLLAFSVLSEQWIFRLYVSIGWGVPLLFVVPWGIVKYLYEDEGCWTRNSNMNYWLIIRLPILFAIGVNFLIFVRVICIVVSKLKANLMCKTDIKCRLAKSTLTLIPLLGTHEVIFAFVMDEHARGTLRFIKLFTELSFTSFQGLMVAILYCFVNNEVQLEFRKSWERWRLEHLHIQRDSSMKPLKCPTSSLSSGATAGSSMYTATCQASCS
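Inverse agonists were sought by their lowering of basal cAMP reporter luciferase output in HEK293 cells stably carrying constitutively active human GLP-1R, after 24 h compound treatment.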
GLP-1R agonist – agonists of human GLP-1 receptor; HEK293 GLP-1R CRE-luciferase, luminescence, 4-6 h; cells express a hypersensitive GLP-1R form; P43220; AID 624172; 380,000 tested, 0.007% active; Potency, µM (series often up to 45.6 µM), for inactives: at the top dose activation, actives largely listed as activators; further: potency means the concentration at half of the fitted maximal effect; % of control where 0% means no effect
IL2 activator – activators of IL-2. IL-2 activation reporter assay, cell-based qHTS; stimulated with anti-CD3/CD4/CD28 beads; in transgenic mouse T cells. activation, % (series mostly up to about 46 µM). 360,000 tested, 0.065% active; in the data active means activation above about 50%; inconclusive means mostly about 30% to 49%; further: 0% is about no effect
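EGFP and DsRed fluorescence is measured by plate cytometry in unstimulated transgenic mouse T cells exposed to compound for 60 minutes, then stimulated 18 hours at 37 degrees C with anti-CD3/anti-CD4 beads plus anti-CD28.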
EPAC1 agonist – agonists of human EPAC1. Potency, µM (doses to about 154 µM), without a hit: at the highest dose activation, hits mostly activators. EPAC1 agonist qHTS, biochemical assay; response scale: 100% = response to 6.5 mM cAMP. O95398. 360,000 tested, 0.073% active; further: potency means the concentration at half of the fitted maximal effect; nearly all actives have a fitted effect of over 60% in size
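Multi-concentration qHTS readout: loss of Rap1B-bound BODIPY-GDP fluorescence driven by 100 nM EPAC1 with excess GDP (50 uM), monitored kinetically at room temperature; agonist response expressed relative to 6.5 mM cAMP.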
PLK1 PBD inh – blocks phosphopeptide binding to human PLK1 polo-box domain | Plk1 PBD binding of FITC phosphopeptide, fluorescence polarization | P53350 | 360,000 tested, 2.8% active | AID 720504 | Potency, µM, for the others: max response, negative = inhibition, hits mostly inhibitors; further: potency means the concentration at half of the fitted maximal effect; series mostly up to about 57 µM; on the % scale 0 is the no-effect control and ±100 the full control effect; nearly all actives have a fitted effect of over 65% in size
EPAC1 antagonist – blocks human EPAC1 exchange factor. Potency, µM (series often up to 115 µM), inactives show at the top dose activity change, negative = inhibition, most hits filed as inhibitors. EPAC1 GEF assay, Rap1b-BODIPY-GDP exchange fluorescence. 360,000 tested, 0.14% active. AID 720709. O95398;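 further: potency means the concentration at half of the fitted maximal effect; plate controls were vehicle for no effect and positive control for full effect; nearly all actives have a fitted effect of over 50% in size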
HEK293 tox – cytotoxicity counter-screen for GLP-1 receptor inverse agonists; HEK293 cAMP-luciferase reporter cells, luminescence, 24 h; Potency, µM (highest dose often 38.3 µM), without a hit: at the top dose activity change, negative = inhibition, most hits filed as inhibitors; 410,000 tested, 0.13% active; AID 624418;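 further: loss of luciferase light is scored as toxicity; potency means the concentration at half of the fitted maximal effect; on the % scale 0 is the no-effect control and ±100 the full control effect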
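Compound-treated cells are incubated 24 hr at 37 deg C under 5% CO2 after a 12 hour attachment period, then luciferase detection reagent is added and luminescence is measured following 12 min at room temperature; lowered signal indicates toxicity.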
PI5P4Ka inh – inhibitors of human PI5P4K alpha; P48426; PI5P4Kalpha enzyme, ADP-Glo luminescence, 60 min; stronger effect = lower value; max response, %; 330,000 tested, 1.2% active; AID 652105; active means max response of -50% or lower; inconclusive means between -30% and -50%; inactive means -30% or higher; further: value at the top dose of about 77 µM; on the % scale 0 is the no-effect control and ±100 the full control effect
Target sequence (P48426 whole entry, looked up): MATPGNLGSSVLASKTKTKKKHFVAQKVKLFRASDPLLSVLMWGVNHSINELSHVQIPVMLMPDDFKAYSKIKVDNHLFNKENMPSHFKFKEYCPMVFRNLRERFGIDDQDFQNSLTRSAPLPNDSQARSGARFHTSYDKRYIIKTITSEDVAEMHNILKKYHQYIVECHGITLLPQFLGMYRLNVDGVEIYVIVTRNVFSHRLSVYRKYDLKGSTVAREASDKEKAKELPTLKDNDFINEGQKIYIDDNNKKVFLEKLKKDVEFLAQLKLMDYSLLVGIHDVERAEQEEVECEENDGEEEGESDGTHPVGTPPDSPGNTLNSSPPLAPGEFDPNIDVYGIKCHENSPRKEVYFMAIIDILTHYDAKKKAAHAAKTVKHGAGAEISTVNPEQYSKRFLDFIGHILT
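Controls without substrate or without enzyme flank wells where PI5P4Kalpha converts substrate using 5 microM ATP (final). Incubation lasts 60 minutes at room temperature; ADP formed is read by ADP-Glo luminescence.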
* = called active by the depositor; i = inactive; ? = inconclusive; nt = not tested or not shown; [ ] = remark or other dose. Unless noted, the call rests on the fitted dose curve; in most records, active means well fitted curve in the direction sought with a large enough effect; inconclusive means small, poorly fitted or top-dose-only effect, or another doubt; inactive means no such curve, though single readings can be large; an effect the other way counts as inactive or inconclusive. This is a subset, so the mix of outcomes need not match the whole.

SMILES	PTHR1 agonist	GLP1R inv ag	GLP-1R agonist	IL2 activator	EPAC1 agonist	PLK1 PBD inh	EPAC1 antagonist	HEK293 tox	PI5P4Ka inh
CC1CN(c2ccc([N+](=O)[O-])cc2C#N)CC(C)O1 (stereo not given)	-6%	20%	14%	-0.6	0%	-9%	0%	-33%	0
COCCCNC(=O)CNC(=S)N(Cc1ccccc1F)C1CCCCC1	i	1%	-7%	-3.2	0%	-12%	16%	-2%	nt
CNC(=S)N(Cc1cccs1)Cc1cc2cc(OC)ccc2[nH]c1=O	-6%	17%	1%	0.9	-9%	-4%	-10%	7%	-51*
Cc1ccc(S(=O)(=O)N2CCCC2)cc1S(=O)(=O)N1CCCC1	i	-10%	0%	0.2	2%	-3%	2%	-5%	4
CC(C)CCOc1ncnc2c1sc1nc3c(cc12)CSC(C)(C)C3	0%	12%	-4%	-0.5	-9%	?	-19%	-3%	4
O=C(N/N=C/c1ccc(-c2ccccc2Cl)o1)c1ccccc1	-27%	?	3%	-3.5	0%	-13%	10%	1%	-11
O=C(CSc1nc(Cc2ccccc2)nc2ccccc12)Nc1nc2c(s1)CCCC2	i	-9%	0%	3.1	2%	-2%	-8%	5%	nt
C[C@@H]1CCCCO[C@H](CN(C)C(=O)Nc2ccc(C(F)(F)F)cc2)[C@@H](C)CN([C@H](C)CO)C(=O)c2cc(NC(=O)c3ccncc3)ccc2O1	-3%	-8%	2%	-2.6	-16%	-11%	-11%	-11%	6
CS(=O)c1ccccc1-c1nc(-c2ccc([N+](=O)[O-])cc2)no1 (stereo not given)	17%	2%	5%	6.3	5%	-11%	-3%	-24%	6
CCN(CC)S(=O)(=O)c1cc(NS(=O)(=O)c2cccc(Cl)c2Cl)ccc1C	-63%[inhibitor]	?	0%	-2.7	2%	-11%	-11%	9%	0
O=C(O)c1ccc(CNS(=O)(=O)c2ccc3ccccc3c2)cc1	-8%	-1%	0%	0.6	3%	-9%	0%	?	9
CCCCn1cnc2cc(C)c(C)cc21	-18%	-20%	9%	-1.2	-4%	-5%	-9%	?	6
COc1cc(/C=C/C(=O)O)cc(S(=O)(=O)Nc2cc(S(=O)(=O)N3CCCCC3)ccc2Cl)c1OC	i	0%	-2%	-1.4	-14%	2%	11%	3%	2
OCC[C@H]1C[C@@H](O)[C@H](O)[C@]2(CCCCO2)O1	i	13%	0%	0.2	4%	-3%	-15%	-12%	-1
CCN(CC)S(=O)(=O)c1ccc2c(c1)N(CC(=O)NCCCN1CCN(c3cc(Cl)ccc3C)CC1)C(=O)CO2	-5%	11µM*	6%	nt	nt	nt	nt	?	nt
Cc1cc(C)nc(SCc2ccc(C(=O)NN=C3C4CC5CC(C4)CC3C5)cc2)n1	i	23%	5%	-2.6	5%	-6%	-12%	-5%	-1
CCCCCc1cc(=O)oc2c(C(CCN3CCCCC3)c3ccc(OC)cc3)c(OC)cc(OC)c12 (stereo not given)	-24%	?	-4%	-0.6	-5%	-4%	-21%	?	-5
O=C(Nc1nncs1)C1CC(=O)N(CCc2ccc(F)cc2)C1 (stereo not given)	-10%	6%	4%	1.0	3%	-19%	-7%	7%	-24
COc1cccc(-c2cc(C(=O)N3CCN(C(=O)c4ccco4)CC3)on2)c1	?	-8%	0%	-2.0	-10%	-20%	2%	-4%	-15
COc1ccc(S(=O)(=O)N2CCOC2CNC(=O)C(=O)NCc2ccco2)cc1 (stereo not given)	i	33%[activator]	5%	-1.0	3%	0%	-5%	1%	4
CC(C)CCn1c(CN2CCN(Cc3ccccc3)CC2)nc2c1c(=O)n(C)c(=O)n2C	-2%[57.5 µM]	0%	8%	-2.8	-19%	-4%	6%	-35%	1
CC1(C)CC(=O)C2=C(C1)N(c1ccccc1)C(=O)C2(O)C(F)(F)F (stereo not given)	i	-5%	4%	-3.8	4%	-14%	0%	3%	3
S=C(NCc1ccccc1)NNc1nc2ccccc2[nH]1	i	?	5%	-0.8	12%	17µM*	-2%	-29%	?
CCn1c(-c2ccccc2Cl)nn(CC(=O)NCCc2ccccc2)c1=S	i	-16%	1%	-0.3	1%	0%	-11%	12%	2
NS(=O)(=O)c1cccc(NC(=O)/C=C/c2cccs2)c1	-6%	31%[activator][7.66 µM]	1%	0.7	1%	-4%	-6%	8%[7.66 µM]	-10
COc1ccccc1NC(=O)c1ccc(C)s1	-9%	0%	0%	0.7	1%	-8%	-13%	2%	7
N#Cc1ccsc1NC(=O)C1CCCN1S(=O)(=O)c1cccs1 (stereo not given)	i	21%	11%	1.2	15%	-10%	-10%	3%	2
COC(C[C@H]1O[C@H]1C(=O)COCc1ccccc1)OC	2%	18%	-3%	0.3	5%	-15%	0%	1%	7
C/C(=N\N=C(/N)SC1CC(=O)N(c2ccc(Cl)cc2)C1=O)c1cccs1 (stereo not given)	0%	?	-5%	2.7	5%	-15%	-13%	4%	7
COc1ccc(NC(=O)CS(=O)(=O)c2ccccc2)cc1	-11%	9%	1%	-1.1	7%	5%	-2%	6%	-4
CC(=O)N1CCOc2ccc(S(=O)(=O)N3CCC(C(=O)Nc4cc(C)ccc4C)CC3)cc21	-26%	-13%	9%	-1.6	18%	-5%	-7%	-6%	-1
CC(=O)Nc1ccc(NC(=O)COC(=O)c2ccccc2C(=O)c2ccccc2)cc1	-1%	10%	10%	0.3	0%	4%	-14%	-15%	-1
O=Cc1ccc(O)c(O)c1	-24%	3%	5%	1.4	3%	-4%	-27%	-15%	-1
CCCC(=O)NCCc1nc2ccccc2n1C	i	0%	-14%	-0.4	-1%	0%	10%	-17%	nt
O=C1C2CCCN2C(c2ccco2)N1c1ccc(F)cc1 (stereo not given)	-24%	15%	4%	1.7	0%	-4%	7%	15%	6
CC1CCCN(S(=O)(=O)c2ccc(NC(=O)Cc3ccc(S(=O)(=O)N4CCOCC4)s3)cc2)C1 (stereo not given)	-29%	?	12%	0.3	13%	-4%	-13%	-19%	5
Cc1ccc(/C=C(/C#N)C(=O)NC(C)c2ccccc2)o1 (stereo not given)	-40%	2%	8%	-1.8	-7%	-6%	-23%	2%	6
CCc1nnc(NC(=O)CSc2nc(C3CCCCC3)nc3ccccc23)s1	i	-11%	-1%	-0.3	10%	-9%	9%	1%	nt
Cc1cccc(-c2nc(CN3CCCC(C(=O)NC4CCCC4)C3)c(C)o2)c1 (stereo not given)	10%[57.5 µM]	0%	5%	-1.9	7%	1%	0%	-9%	nt
Cc1onc(-c2ccccc2)c1C(=O)NCc1ccco1	i	-6%	7%	-0.3	3%	-12%	-3%	2%	-18
COc1ccccc1C(=O)Nc1ccc(OCc2nnc3c4ccccc4c(C)nn23)cc1	-10%	104%[activator]	29%	-2.6	1%	-3%	3%	8%	1
CS(=O)(=O)c1ccc(Cl)c(NC(=O)Cc2ccsc2)c1	i	7%	-2%	-0.7	6%	-9%	-1%	-2%	1
COc1ccc(-c2cc(C(=O)O)[nH]n2)cc1OC	i	2%	13%	-2.5	5%	-18%	0%	-1%	-29
CCn1nnnc1SCC(=O)N(C1CCCCC1)C1CCCCC1	i	8.9µM*	6%	-2.5	0%	-1%	6%	-18%	1
COc1ccc2cc(C(=O)Nc3ccc(O)cc3)sc(=O)c2c1OC	-4%	37%[activator]	10%	2.0	-5%	-15%	5%	-6%	2
COc1ccc(CCNC(=O)NC(C(F)(F)F)C(F)(F)F)cc1OC	i	-26%	-1%	1.8	0%	-14%	3%	-19%	1
Cn1c(CNc2ccccc2)nc2ccccc21	-15%[57.5 µM]	-18%	18%	1.4	-10%	-8%	13%	-2%	-3
Cc1cccc(N2CCN(Cc3ccc([N+](=O)[O-])o3)CC2)c1C	-20%	?	-5%	-1.0	-10%	3%	11%	-15%	6

Compounds shown so far with a thiophene ring, fused or not, in the order listed:
SMILES	PTHR1 agonist	GLP1R inv ag	GLP-1R agonist	IL2 activator	EPAC1 agonist	PLK1 PBD inh	EPAC1 antagonist	HEK293 tox	PI5P4Ka inh
CNC(=S)N(Cc1cccs1)Cc1cc2cc(OC)ccc2[nH]c1=O	-6%	17%	1%	0.9	-9%	-4%	-10%	7%	-51*
CC(C)CCOc1ncnc2c1sc1nc3c(cc12)CSC(C)(C)C3	0%	12%	-4%	-0.5	-9%	?	-19%	-3%	4
NS(=O)(=O)c1cccc(NC(=O)/C=C/c2cccs2)c1	-6%	31%[activator][7.66 µM]	1%	0.7	1%	-4%	-6%	8%[7.66 µM]	-10
COc1ccccc1NC(=O)c1ccc(C)s1	-9%	0%	0%	0.7	1%	-8%	-13%	2%	7
N#Cc1ccsc1NC(=O)C1CCCN1S(=O)(=O)c1cccs1 (stereo not given)	i	21%	11%	1.2	15%	-10%	-10%	3%	2
C/C(=N\N=C(/N)SC1CC(=O)N(c2ccc(Cl)cc2)C1=O)c1cccs1 (stereo not given)	0%	?	-5%	2.7	5%	-15%	-13%	4%	7
CC1CCCN(S(=O)(=O)c2ccc(NC(=O)Cc3ccc(S(=O)(=O)N4CCOCC4)s3)cc2)C1 (stereo not given)	-29%	?	12%	0.3	13%	-4%	-13%	-19%	5
CS(=O)(=O)c1ccc(Cl)c(NC(=O)Cc2ccsc2)c1	i	7%	-2%	-0.7	6%	-9%	-1%	-2%	1
